Source: PubChem BioAssay (National Center for Advancing Translational Sciences (NCATS))
A549 viability = Nrf2 qHTS screen for inhibitors: counterscreen for cytotoxicity | A549 ARE-Fluc cells, CellTiter-Fluor viability, 18-24 h | 0.16% of 390,000 active | AID 504648, 2011 | Potency, µM (top dose mostly 46 µM), for the others: top-dose activity change, negative = cytotoxicity, most hits filed as inhibitors; also: % is scaled to controls: 0 for no effect and ±100 for the full control effect
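Cytotoxicity counterscreen: CellTiter-Fluor fluorescence was measured in A549 ARE_Fluc cells after 18-24 h of compound exposure in a concentration series. The subsequent BugLite luminescent read reports ARE-luciferase activity.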
ATXN viability = Viability Counterscreen for Primary qHTS for Inhibitors of ATXN expression; S2 cells (HEK-293 line with an ATXN2-luciferase reporter) viability, CellTiter-Fluor protease fluorescence, 24 h; Potency, µM (series often up to 56.7 µM), usual class: cytotoxic; 0.49% of 400,000 active; AID 651635, 2014; also: nearly all actives have a fitted effect of over 40% in size
Nrf2 inh = Nrf2 qHTS screen for inhibitors | Potency, µM (highest dose often 46 µM), inactives show top-dose activity change, negative = inhibition, hits mostly inhibitors | 2.1% of 360,000 active | A549 ARE-Fluc reporter, luciferase luminescence, 18-24 h; also: % is scaled to controls: 0 for no effect and ±100 for the full control effect; nearly all actives have a fitted effect of over 60% in size
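A549 ARE_Fluc cells, 5000/well, 5% FBS OPTI-MEM; compounds in dose-response, 18-24 h at 37 °C/5% CO2; CellTiter-Fluor viability read (Ex 405/Em 525), then BugLite luciferase luminescence = Nrf2 activity.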
Nrf2 activator = qHTS of Nrf2 Activators; Potency, µM (titrated, usually from 46.1 µM), without a hit: at the highest dose activation, usual class: activators; 0.31% of 410,000 active; AID 624171, 2012; AREc32 ARE-luciferase reporter (MCF7-derived line), luminescence, 24 h; also: % of control where 0% means no effect; nearly all actives have a fitted effect of over 65% in size
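For detection, Steady-Glo was added and plates sat 30 min at RT; before that, AREc32_Fluc cells grown overnight in OPTI-MEM/5% FBS had been treated with 23 nL compound for 24 hr at 37 deg C.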
EPAC2 antagonist = qHTS for Antagonist of cAMP-regulated guanine nucleotide exchange factor 2 (EPAC2): primary screen. Rap guanine nucleotide exchange factor 4 (Homo sapiens), Q8WZA2. AID 720708, 2013. Potency, µM (doses to about 114 µM), without a hit: at the highest dose activity, negative = inhibition, most hits filed as inhibitors. 0.18% of 360,000 active. EPAC2 GEF exchange of Rap1B-BODIPY-GDP, fluorescence; also: % is scaled to controls: 0 for no effect and ±100 for the full control effect; nearly all actives have a fitted effect of over 45% in size; many of its hits are not listed in these tables
Target sequence (Q8WZA2 whole entry, looked up): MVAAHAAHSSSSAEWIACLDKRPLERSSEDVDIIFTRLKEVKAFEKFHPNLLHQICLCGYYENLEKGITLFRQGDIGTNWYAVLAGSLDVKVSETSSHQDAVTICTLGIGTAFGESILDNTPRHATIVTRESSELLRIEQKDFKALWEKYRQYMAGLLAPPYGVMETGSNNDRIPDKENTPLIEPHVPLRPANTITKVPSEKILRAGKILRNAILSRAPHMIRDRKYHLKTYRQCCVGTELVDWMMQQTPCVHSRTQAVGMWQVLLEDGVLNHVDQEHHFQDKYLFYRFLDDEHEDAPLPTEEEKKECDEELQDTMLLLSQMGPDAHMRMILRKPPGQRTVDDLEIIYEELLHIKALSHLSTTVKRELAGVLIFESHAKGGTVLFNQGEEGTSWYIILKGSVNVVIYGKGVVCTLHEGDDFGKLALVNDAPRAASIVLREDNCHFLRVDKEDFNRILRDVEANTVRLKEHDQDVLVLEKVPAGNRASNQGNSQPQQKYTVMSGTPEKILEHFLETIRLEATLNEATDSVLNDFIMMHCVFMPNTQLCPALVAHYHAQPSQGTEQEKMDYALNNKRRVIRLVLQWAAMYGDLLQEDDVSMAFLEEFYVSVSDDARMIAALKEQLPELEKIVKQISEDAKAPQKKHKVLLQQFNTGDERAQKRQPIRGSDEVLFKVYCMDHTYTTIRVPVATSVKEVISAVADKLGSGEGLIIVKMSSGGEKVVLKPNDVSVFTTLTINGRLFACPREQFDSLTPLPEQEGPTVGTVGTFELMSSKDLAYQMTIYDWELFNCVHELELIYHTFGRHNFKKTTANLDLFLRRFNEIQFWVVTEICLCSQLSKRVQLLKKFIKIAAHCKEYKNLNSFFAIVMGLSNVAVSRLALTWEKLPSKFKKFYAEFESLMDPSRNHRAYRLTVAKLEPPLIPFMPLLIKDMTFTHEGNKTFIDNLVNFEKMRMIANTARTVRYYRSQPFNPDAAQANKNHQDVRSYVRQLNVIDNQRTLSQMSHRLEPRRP
MCF10A rerep = A quantitative high throughput screen for small molecules that induce DNA re-replication in MCF 10a normal breast cells | Potency, µM (series often up to 46.1 µM), inactives show at the top dose activity, positive = re-replication, actives largely listed as activators | 2.9% of 350,000 active | MCF 10A DNA re-replication, Hoechst nuclear intensity, 48 h; also: % of control where 0% means no effect; nearly all actives have a fitted effect of over 50% in size
ATXN2 expr inh = Primary qHTS for Inhibitors of ATXN expression. HEK-293 ATXN2-luciferase reporter, luminescence, 24 h. Potency, µM (titrated, usually from 57 µM), without a hit: top-dose activity change, negative = inhibition, hits mostly inhibitors. 0.72% of 360,000 active; also: % is scaled to controls: 0 for no effect and ±100 for the full control effect; nearly all actives have a fitted effect of over 55% in size
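qHTS (up to 57 uM final) was run with 24 h compound exposure of reporter cells at 37 °C. Each well was multiplexed: SteadyGlo luminescence measured ATXN2-luciferase expression after a fluorogenic Gly-Phe-AFC viability readout (25 uM final).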
HepG2 viability = qHTS for Inhibitors of TGF-b: Cytotox Counterscreen; HepG2 CAGA-GFP viability, ATP luminescence, 18 h; Potency, µM (doses to about 46.1 µM), for inactives: at the highest dose activity change, negative = cytotoxicity, usual class: cytotoxic; 0.76% of 410,000 active; AID 588856, 2011; also: some results filed as inactive show a strong effect at the top dose
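HepG2 CAGA-GFP cells (1000/well, DMEM with 1% FBS) received compound, then TGF-beta at 500 pg/mL final, and were incubated 18 hours at 37 degrees C. Viability was read by CellTiter-Glo luminescence. Media-only wells were set as complete cell-killing and DMSO as no toxicity.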
TGFb SMAD3 inh = qHTS for Inhibitors of TGF-b | HepG2 CAGA-GFP TGF-b/SMAD3 reporter, GFP fluorescence, 18 h; TGF-beta stimulated, 500 pg/mL final | Potency, µM (top dose mostly 46.1 µM), without a hit: at the highest dose activity, negative = inhibition, usual class: inhibitors | 1.2% of 410,000 active; also: % is scaled to controls: 0 for no effect and ±100 for the full control effect; nearly all actives have a fitted effect of over 65% in size
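HEPG2 CAGA-GFP cells (1000/well, DMEM with 1% FBS) were pre-incubated 2 h at 37 degrees C, given compound by pin tool, then stimulated with TGF-beta at 500 pg/mL final for 18 h before per-cell GFP fluorescence imaging.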
* = called active by the depositor; i = inactive; ? = inconclusive; · = no result given; [ ] = dose if it differs, or a comment. Calls follow the shape of the dose curve; as a rule, active = well fitted curve in the direction sought with a large enough effect; inconclusive = small, poorly fitted or top-dose-only effect, or another doubt; inactive = no such curve, though single readings can be large; an effect the other way counts as inactive or inconclusive. Potency is read from the fitted curve at half-maximal effect.

SMILES	A549 viability	ATXN viability	Nrf2 inh	Nrf2 activator	EPAC2 antagonist	MCF10A rerep	ATXN2 expr inh	HepG2 viability	TGFb SMAD3 inh
CC(=O)Nc1cc(-c2ccccc2N(C)C)cn2c(-c3ccc(S(C)(=O)=O)cc3)cnc12	·	i	·	10%	0%	·	?	-23%	27%
CCCC(=O)OCCn1c(Br)nc2c1c(=O)[nH]c(=O)n2C	10%	i	1%	0.3%	0%	19%	-8%	8%	-8%
O=C(NCc1cccnc1)Nc1ccccc1F	-8%	i	14%	-0.7%	7%	3%	14%	8%	6%
CCOc1ccc(N2CC(c3nc4ccccc4n3CCCOc3ccccc3OC)CC2=O)cc1 (centres undefined)	?	18µM*	?	-0.5%	·	·	?	-13%	-29%
CS(=O)(=O)N(Cc1nc2sc3c(c2c(=O)[nH]1)CCCC3)C1CCCCC1	-2%	i	·	1.9%	-3%	16%	10%	-2%	10%
O=C(CSc1nc2ccccc2[nH]1)Nc1ccccc1N1CCOCC1	14%	i	10%	-0.2%	-13%	17%	-8%	-13%	5%
O=C(CN1CCCC1)NC(c1ccccc1)c1ccccc1	3%	i	3%	-0.2%	14%	-2%	-13%	0%	-25%
Cc1c(CC(=O)N2CCC(C(=O)O)CC2)c(=O)oc2cc3c(cc12)CCC1(CCCCC1)O3	1%	i	-18%	0.1%	-17%	-3%	-2%	-34%	13%
CCN=C1SC(CC(=O)NCCc2ccc(OC)c(OC)c2)C(=O)N1CC (centres undefined)	2%	?	-3%	0.0%	-2%	-9%	7%	-9%	3%
CCOC(=O)c1cnc(-n2nc(C)cc2C)nc1NC	-1%	i	13%	-0.7%	2%	1%	7%	1%	?
Cc1cccc2c3nc4ccccc4nc3n(CCCN3C(=O)c4ccccc4C3=O)c12	5%	i	-19%	-1.2%	1%	?	-7%	-19%	1%
COCCCNC(=O)c1c(NC(=O)c2cc(=O)c3cc(C)c(C)cc3o2)sc2c1CCCC2	3%	i	?	-0.4%	·	·	3%	2%	11%
CCN(CC)c1nc(N)c2c(N)nc(OC)cc2c1C#N	-11%	?	-18%	0.4%	-4%	?	11%	-28%	?
Cc1ccc(NC(=O)CN2C(=O)c3ccccc3Sc3ccc(C(=O)N4CCCC4)cc32)cc1	9%	i	·	12%	·	·	2%	-20%	-29%
CCc1ccc(CNC(=O)c2ccc(NC(=O)N3CCSc4ncccc43)cc2)cc1	0%	·	-33%	0.6%	·	·	·	-16%	0%
COC(=O)c1ccc(Cn2c(=O)cc(C)c3c(C)nn(C)c32)cc1	-2%	i	?	0.1%	·	·	-7%	3%	-5%
COc1ccc(S(=O)(=O)NCC(c2ccco2)N2CCOCC2)cc1C (centres undefined)	2%	·	·	0.7%	·	·	·	-25%	-24%
CNC(=O)c1c(Cl)cnn1-c1ccccc1	-14%	i	?	3.8%	26%	0%	21%	-1%	16%
O=C(O)CCCCCNC(=O)CSc1nnc(-c2ccco2)n1-c1ccccc1	-5%	i	-9%	-0.4%	0%	3%	-1%	17%	-9%
Cc1ccsc1CN1CCC(C(=O)NCc2ccccc2Cl)CC1	-6%	i	7%	-0.5%	14%	0%	-9%	16%	-30%
CCOCCCNC(=O)C(NC(=O)CNC(C)=O)c1ccc(Cl)cc1 (centres undefined)	-5%	i	-7%	-0.6%	-3%	8%	5%	-3%	11%
Cc1ccc(S(=O)(=O)Nc2cccc(C(=O)N3CCCC3)c2)cc1F	5%	i	10%	-0.6%	6%	-2%	-2%	4%	-3%
CC1(C)C(=O)Nc2ccccc2N1C(=O)COC(=O)c1cc(S(=O)(=O)N2CCOCC2)ccc1F	2%	i	21%	2.9%	9%	?	·	7%	3%
O=C(NCCc1ccccc1)c1cccc2c1C(=O)N(C1CCCCC1)C2	5%	i	13%	-0.4%	-15%	0%	12%	3%	4%
Cn1nnc2cc(NC(=O)NCc3ccc4c(c3)OCO4)ccc21	6%	i	?	-0.2%	-2%	-5%	5%	-5%	-5%
CCc1nc2nc(C)cc(Nc3cc(Cl)ccc3OC)n2n1	0%	i	?	4.7%	·	·	8%	-11%	1%
O=S(=O)(NN1CCOCC1)c1ccc(Br)cc1	-1%	i	-4%	0.2%	2%	4%	-8%	4%	-5%
Cc1cccc(C)c1NC(=O)Cn1c(=O)c(N2CCCCC2)c(N)n(C)c1=O	3%	i	3%	2.7%	-1%	0%	0%	3%	3%
O=C(CCN1C(=O)c2cccnc2C1=O)NC1CCCCCC1	-3%	i	13%	0.1%	-1%	24%	-5%	-25%	0%
O=C(Nc1ccccc1N1CCCC1)c1ccc([N+](=O)[O-])cc1Cl	15%	i	?	-0.2%	4%	-3%	·	-6%	5%
COC(=O)C1(c2ccccc2)NC(c2ccc(O)cc2)C2C(=O)N(c3ccc4c(c3)OCO4)C(=O)C21 (centres undefined)	-14%	i	-13%	-0.1%	-4%	14%	7%	-5%	2%
CC1=CCC2C(=O)N(CCc3c[nH]c4ccccc34)C(=O)C2C1 (centres undefined)	-2%	i	?	5.2%	-9%	1%	34%[activator]	-11%	5%
CC(C)C(NS(=O)(=O)c1ccc2c(c1)OCCO2)C(=O)NCCc1ccccn1 (centres undefined)	-4%	i	-16%	0.1%	7%	0%	-5%	-4%	22%
O=C(CC1Sc2ncnn2C1=O)Nc1ccc(Cl)cc1 (centres undefined)	-5%	i	2%	2.1%	1%	-8%	-29%	-6%	?
O=C(CN1CCN(c2ccccc2)CC1)Nc1ccccc1Cl	3%	i	2%	0.1%	1%	-7%	-2%	-34%	-8%
Cc1ccc2nc(NC(=O)CSc3ncc(C(=O)Nc4ccc(F)cc4)c(=O)n3C)sc2c1	13%	·	·	1.9%	·	·	·	2%	-15%
CC(C)C[C@@H]1O[C@H](CCc2ccccc2)Cc2[nH][nH]c(=O)c21	·	i	·	-1.0%	1%	·	5%	·	·
COC(=O)c1ccc2c(=O)n(CCCCCC(=O)O)c(=O)[nH]c2c1	4%	i	-11%	-2.6%	0%	-3%	-7%	-13%	1%
CC(C)[C@@H](N)C(=O)NC[C@H]1O[C@@H](n2cnc3c(=O)[nH]c(N)nc32)[C@H](O)[C@@H]1O	·	i	·	0.1%	-26%	·	7%	-13%	0%
O=C(COC(=O)c1cc(=O)c2ccccc2o1)Nc1ccc2ccccc2c1	2%	i	11%	3.1%	15%	-6%	15%	-24%	0%
C[C@H](CO)N1C[C@H](C)[C@@H](CN(C)Cc2cccc(F)c2)Oc2cc(-c3cccc(C#N)c3)ccc2S1(=O)=O	·	?	·	5.1%	0%	·	?	-17%	-2%
COc1ccc(-c2[nH]c3ccccc3c2SCCNC(=O)c2ccc(S(=O)(=O)N(C)C)cc2)cc1	0%	?	-12%[9.27 µM]	5.3%	·	·	-6%	-4%	0%
COc1cc2c(cc1OC)-c1cc(=Nc3c(C)cc(C)cc3C)n(C)c(=O)n1CC2	2%	i	?	·	·	?	117%[activator]	-30%	?
O=C(CSc1nc(-c2ccccc2)nc2ccc(F)cc12)Nc1cccc(C(=O)O)c1	-13%	?	-8%	7.6%	-1%	1%	·	-14%	-23%
CCC(=O)Nc1ccc(C(=O)N/N=C/c2cccnc2)cc1	12%	i	3%	-0.5%	-5%	13%	0%	1%	1%
Cc1ccc(Sc2c([N+](=O)[O-])c(C)nn2C)cc1	15%	i	-4%	?	-8%	?	9%	14%	14%
O=C(COC(=O)CCC1CCCC1)Nc1ccc(F)cc1Cl	6%	i	15%	-1.1%	5%	4%	2%	10%	19%
Cc1ccccc1NS(=O)(=O)c1ccc(C)c(NS(C)(=O)=O)c1C	1%	i	-3%	-0.8%	-2%	2%	-17%	-5%	23%
O=C1COc2ccc(C(=O)COC(=O)Cc3c(F)cccc3Cl)cc2N1	-3%	i	-5%	-0.5%	-1%	8%	9%	-16%	3%
CCOC(=O)C1=C(Cc2ccc(Cl)cc2)C(=O)c2ccccc2C1=O	15%[1.84 µM]	·	?	?	-2%	?	20µM*	11µM*	?
O=C(Cc1c[nH]c2ccccc12)NCc1cccs1	0%	i	14%	0.6%	4%	?	9%	-12%	-1%
O=C(c1ccco1)N1CCN(S(=O)(=O)c2ccc3c(c2)OCCO3)CC1	1%	i	-10%	-0.3%	6%	1%	-13%	-11%	-9%
O=[N+]([O-])c1ccc(/C=N/Nc2ncc(Br)cn2)cc1	3%	i	24%	0.8%	4%	7%	-3%	11%	-44%
C=CCSC1=C(C#N)C(c2cc(Br)c(O)c(OC)c2)CC(=O)N1 (centres undefined)	-5%	i	8%	0.3%	2%	10%	2%	3%	-12%
CCOc1cc(/C=N/N=C/c2ccc(O)c(OCC)c2)ccc1O	0%	i	13%	0.8%	-1%	9%	-4%	-13%	-10%

4 of these compounds in a different format.
> O=[N+]([O-])c1ccc(/C=N/Nc2ncc(Br)cn2)cc1
  A549 viability = 3%
  ATXN viability = i
  Nrf2 inh = 24%
  Nrf2 activator = 0.8%
  EPAC2 antagonist = 4%
  MCF10A rerep = 7%
  ATXN2 expr inh = -3%
  HepG2 viability = 11%
  TGFb SMAD3 inh = -44%
> CCOC(=O)C1=C(Cc2ccc(Cl)cc2)C(=O)c2ccccc2C1=O
  A549 viability = 15%[1.84 µM]
  ATXN viability = ·
  Nrf2 inh = ?
  Nrf2 activator = ?
  EPAC2 antagonist = -2%
  MCF10A rerep = ?
  ATXN2 expr inh = 20µM*
  HepG2 viability = 11µM*
  TGFb SMAD3 inh = ?
> Cc1ccccc1NS(=O)(=O)c1ccc(C)c(NS(C)(=O)=O)c1C
  A549 viability = 1%
  ATXN viability = i
  Nrf2 inh = -3%
  Nrf2 activator = -0.8%
  EPAC2 antagonist = -2%
  MCF10A rerep = 2%
  ATXN2 expr inh = -17%
  HepG2 viability = -5%
  TGFb SMAD3 inh = 23%
> CCOc1cc(/C=N/N=C/c2ccc(O)c(OCC)c2)ccc1O
  A549 viability = 0%
  ATXN viability = i
  Nrf2 inh = 13%
  Nrf2 activator = 0.8%
  EPAC2 antagonist = -1%
  MCF10A rerep = 9%
  ATXN2 expr inh = -4%
  HepG2 viability = -13%
  TGFb SMAD3 inh = -10%

These rows are one share of the data; the hit share may differ from the screen's.
